ALDH1A1 block: blocks purified human ALDH1A1 activity; Potency, µM (series often up to 75.3 µM), without a hit: top-dose activity, negative = inhibition, usual class: inhibitors; P00352; Purified ALDH1A1, NADH fluorescence, propionaldehyde substrate; 220,000 tested, 7.3% active; AID 1030; active = well fitted inhibition curve with a large enough effect, not every such curve was filed as active; inconclusive = small, poorly fitted or top-dose-only effect, or another doubt; inactive = no such curve, though single readings can be large or run the other way;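 also: plate controls were no enzyme wells and a reference inhibitor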
Target sequence (P00352 whole entry, looked up): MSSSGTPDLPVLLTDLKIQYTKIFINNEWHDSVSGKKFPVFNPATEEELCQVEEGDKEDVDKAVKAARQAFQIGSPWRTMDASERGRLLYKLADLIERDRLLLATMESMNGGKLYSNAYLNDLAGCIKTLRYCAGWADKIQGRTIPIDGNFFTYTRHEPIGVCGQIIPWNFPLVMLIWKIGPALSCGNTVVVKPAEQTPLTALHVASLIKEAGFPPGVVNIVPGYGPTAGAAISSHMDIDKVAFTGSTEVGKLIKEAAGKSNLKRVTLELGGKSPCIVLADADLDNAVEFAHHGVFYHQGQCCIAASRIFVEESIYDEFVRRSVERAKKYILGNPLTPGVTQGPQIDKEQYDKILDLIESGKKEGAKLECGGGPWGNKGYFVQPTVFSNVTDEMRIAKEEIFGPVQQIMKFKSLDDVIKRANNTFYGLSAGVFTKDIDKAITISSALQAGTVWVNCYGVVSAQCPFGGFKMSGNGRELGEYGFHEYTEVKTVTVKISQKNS
SMN2 splice up: enhancers of SMN2 splice variant expression | AID 1458 | 210,000 tested, 2.8% active | Potency, µM (top dose mostly 46.1 µM), without a hit: at the top dose activity change, positive = activation, hits mostly activators | HEK293 SMN2-luciferase splicing reporter, luminescence, 30-36 h; active = well fitted activation curve with a large enough effect; inconclusive = small, poorly fitted or top-dose-only effect; inactive = no such curve, though single readings can be large or run the other way; also: % of control where 0% means no effect; nearly all actives have a fitted effect of over 55% in size
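qHTS luciferase splicing reporter: luminescence rises when SMN2 exon 7 is included in transfected HEK293 cells. Compound exposure lasted 30-36 h at 37C, with 4.5 mM final sodium butyrate as control, followed by a ONE-Glo read.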
GoLoco inh red: blocks human Gai1 binding to RGS12 GoLoco peptide, red readout | Gai1:RGS12 GoLoco peptide FP, rhodamine, 10 min | P63096 | Potency, µM (top dose mostly 61.6 µM), for the others: at the top dose activity, negative = inhibition, hits mostly inhibitors | 230,000 tested, 0.44% active; active = well fitted inhibition curve with a large enough effect, not every such curve was filed as active; inactive = no such curve, though single readings can be large or run the other way; also: % is scaled to controls: 0 for no effect and ±100 for the full control effect; nearly all actives have a fitted effect of over 30% in size; many of its hits are not listed in these tables
Target sequence (P63096 whole entry, looked up): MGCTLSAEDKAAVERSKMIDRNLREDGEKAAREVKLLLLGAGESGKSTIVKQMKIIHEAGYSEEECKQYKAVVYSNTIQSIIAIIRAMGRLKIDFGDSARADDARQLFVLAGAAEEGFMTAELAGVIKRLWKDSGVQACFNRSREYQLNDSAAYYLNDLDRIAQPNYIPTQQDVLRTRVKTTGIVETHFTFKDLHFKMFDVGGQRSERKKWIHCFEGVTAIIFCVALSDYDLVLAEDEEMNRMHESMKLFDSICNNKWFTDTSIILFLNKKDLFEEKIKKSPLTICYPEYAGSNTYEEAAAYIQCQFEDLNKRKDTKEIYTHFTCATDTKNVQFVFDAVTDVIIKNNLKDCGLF
* hit, by the source's call; ? = inconclusive; [ ] = dose if it differs, or a comment. Potency is read from the fitted curve at half-maximal effect. These rows are one share of the data, so the mix of outcomes need not match the whole.

Below each compound: ALDH1A1 block	SMN2 splice up	GoLoco inh red
- CC(=O)O[C@H]1CC[C@@]2(C)C(=CC[C@@H]3[C@H]4CC[C@@H]([C@H](C)C(=O)O)[C@]4(C)CC[C@H]32)C1
    14%[13.5 µM]	2%[9.22 µM]	6%[14.2 µM]
- COC(=O)c1cc(=O)[nH]c(=O)[nH]1
    -3%[13.5 µM]	-1%[9.22 µM]	11%[14.2 µM]
- CN(C)Cc1cc(O)c(O)c(CN(C)C)c1
    -1%[13.5 µM]	-11%[9.22 µM]	-35%[14.2 µM]
- CC1(C)CC(=O)C(C(c2cccc(O)c2O)C2C(=O)CC(C)(C)CC2=O)C(=O)C1
    14%[13.5 µM]	0%[9.22 µM]	2%[14.2 µM]
- Cn1c(=O)c2[nH]c(SCCN3CCOCC3)nc2n(C)c1=S
    -11%[13.5 µM]	-6%[9.22 µM]	0%[14.2 µM]
- NS(=O)(=O)c1ccc(N=Nc2ncccc2O)cc1
    8%[13.5 µM]	-2%[9.22 µM]	87%[activator][14.2 µM]
- C/C(CC/C(C)=N/O)=N/O
    19%[13.5 µM]	-10%[9.22 µM]	4%[14.2 µM]
- COc1ccc(/C=C(\C#N)C(N)=O)cc1OC
    -7%[13.5 µM]	-11%[9.22 µM]	2%[14.2 µM]
- CC(C)=C[C@H]1[C@@H](C(=O)Oc2ccccc2C(C)C)C1(C)C
    -2%[13.5 µM]	-6%[9.22 µM]	2%[14.2 µM]
- CN(C)Cc1nsc(N(C)C)n1
    -6%[13.5 µM]	-5%[9.22 µM]	-6%[14.2 µM]
- Nc1ncnc2nc(-c3ccc(C[P+](c4ccccc4)(c4ccccc4)c4ccccc4)cc3)[nH]c12
    ?	-18%[9.22 µM]	-6%[14.2 µM]
- O=C(O)CNC(=O)[C@H]1NC(C(F)(F)F)(C(F)(F)F)OC1(C(F)(F)F)C(F)(F)F
    1%[13.5 µM]	8%[9.22 µM]	-1%[14.2 µM]
- C[C@@H]1CCCN(C[C@@H](O)CN2CCCc3ccccc32)C1
    -1%[13.5 µM]	-1%[9.22 µM]	-8%[14.2 µM]
- N[C@@H](CSC1(c2ccc(Cl)cc2)c2ccccc2-c2ccccc21)C(=O)O
    9%[13.5 µM]	0%[9.22 µM]	9%[14.2 µM]
- CC(C)[C@H](N=Cc1ccccc1O)C(=O)O
    -10%[13.5 µM]	-3%[9.22 µM]	6%[14.2 µM]
- Cc1cc([N+](=O)[O-])c(C)c(Br)c1C
    -3%[13.5 µM]	-10%[9.22 µM]	9%[14.2 µM]
- O=C(O)c1c[nH]c2cc(OCc3ccccc3)ccc2c1=O
    ?	?	1%[14.2 µM]
- Oc1ccc(Cc2cc(Cl)cc(Cl)c2O)cc1Cl
    9%[13.5 µM]	-12%[9.22 µM]	3%[14.2 µM]
- Cc1cc(=O)[nH]c(/N=C(\N)Nc2ccc(Cl)cc2)n1
    -8%[13.5 µM]	0%[9.22 µM]	-3%[14.2 µM]
- Cc1ccc(SCN2CCCCC2)cc1 (tested in a mixture with another compound)
    3%[13.5 µM]	-6%[9.22 µM]	6%[14.2 µM]

Whole records, quoted from the list.
Profile of CC(C)=C[C@H]1[C@@H](C(=O)Oc2ccccc2C(C)C)C1(C)C = ALDH1A1 block: -2%[13.5 µM]; SMN2 splice up: -6%[9.22 µM]; GoLoco inh red: 2%[14.2 µM]
Profile of COc1ccc(/C=C(\C#N)C(N)=O)cc1OC = ALDH1A1 block: -7%[13.5 µM]; SMN2 splice up: -11%[9.22 µM]; GoLoco inh red: 2%[14.2 µM]
Profile of O=C(O)CNC(=O)[C@H]1NC(C(F)(F)F)(C(F)(F)F)OC1(C(F)(F)F)C(F)(F)F = ALDH1A1 block: 1%[13.5 µM]; SMN2 splice up: 8%[9.22 µM]; GoLoco inh red: -1%[14.2 µM]

Later entries:
Below each compound: ALDH1A1 block	SMN2 splice up	GoLoco inh red
- O=C(O)C/C(=C\c1ccccc1)C(=O)O
    4%[13.5 µM]	-1%[9.22 µM]	7%[14.2 µM]
- COc1ccc2c(c1)[N+](=O)C(/C(C)=N/NC(N)=S)=C(C)[N+]2=O
    3.2µM*	-1%[9.22 µM]	5%[14.2 µM]
- O=C(O)c1cc(C(=O)O)nc(C(=O)O)c1
    -4%[13.5 µM]	-3%[9.22 µM]	4%[14.2 µM]
- O=C(O)c1cccc(C(=O)O)c1S(=O)Cc1ccccc1 (stereo unspecified)
    13%[13.5 µM]	-14%[9.22 µM]	6%[14.2 µM]
- O=C1C=C(Nc2nc(C(=O)O)cc(=O)[nH]2)c2ccccc2C1=O
    0%[13.5 µM]	-4%[9.22 µM]	-3%[14.2 µM]
- Cc1cc(Cl)nc(NC(=O)CSc2ccc(Cl)cc2)n1
    -5%[13.5 µM]	-12%[9.22 µM]	-2%[14.2 µM]
- O=C(O)Cc1cc(Cl)ccc1O
    5%[13.5 µM]	-6%[9.22 µM]	0%[14.2 µM]
- O=C(O)c1cscc1Cc1cccs1
    1%[13.5 µM]	-1%[9.22 µM]	-2%[14.2 µM]
- Cc1cc(SCC(=O)c2ccc(Br)cc2)cc(C)[o+]1
    3.2µM*	0%[9.22 µM]	17%[14.2 µM]
- NCCOC[C@H](N)C(=O)O
    12%[13.5 µM]	-5%[9.22 µM]	1%[14.2 µM]
- C=CC[C@@H](C(=O)O)c1ccccc1
    3%[13.5 µM]	3%[9.22 µM]	9%[14.2 µM]
- Cc1c(Cl)c(S(N)(=O)=O)cc2c1=NC=NS=2(=O)O
    -3%[13.5 µM]	-2%[9.22 µM]	5%[14.2 µM]
- COC(=O)c1ccc(CCc2cc(O)ccc2O)cc1
    0.63µM*	12%[9.22 µM]	-22%[14.2 µM]
- C[C@@]1(CCOCc2ccccc2)NC(=O)NC1=O
    17%[13.5 µM]	-5%[9.22 µM]	4%[14.2 µM]
- CC(C)(C[C@@]1(C)NC(=O)NC1=O)OCc1ccccc1
    2%[13.5 µM]	-2%[9.22 µM]	-1%[14.2 µM]
- O=S(=O)(O)c1ccc(NN(c2c(O)ccc3ccccc23)S(=O)(=O)O)cc1
    8%[13.5 µM]	-5%[9.22 µM]	34%[activator][14.2 µM]
- CN(C)CCCN1c2ccccc2Sc2cnccc21
    7%[13.5 µM]	0%[9.22 µM]	3%[14.2 µM]
- CC(C)[C@H](Sc1nc(N)nc2nc[nH]c12)C(=O)O
    -1%[13.5 µM]	-4%[9.22 µM]	12%[14.2 µM]
- O=C(O)c1c(Br)c(Br)c(Br)c(Br)c1C1c2ccc(O)cc2Oc2cc(O)ccc21
    ?	-10%[9.22 µM]	14%[14.2 µM]
- CN(C)CCN1C(=O)CC[C@]2(C)C1=CC[C@@H]1[C@@H]2CC[C@]2(C)[C@H]1CC[C@]2(C)O
    5%[13.5 µM]	2%[9.22 µM]	4%[14.2 µM]

The list goes on:
Below each compound: ALDH1A1 block	SMN2 splice up	GoLoco inh red
- CCCc1cc(COC)c(C#N)c(=O)[nH]1
    ?	-12%[9.22 µM]	0%[14.2 µM]
- C[C@@]12CCC(=O)C=C1CC[C@H]1C2[C@@H](O)C[C@]2(C)[C@@H]1CC[C@@]2(O)C(=O)COC(=O)C1CCCC1 (stereo partly specified)
    0%[13.5 µM]	16%[9.22 µM]	-2%[14.2 µM]
- NNS(=O)(=O)c1cc(C(=O)O)cc(C(=O)O)c1
    -10%[13.5 µM]	-13%[9.22 µM]	7%[14.2 µM]
- Nc1cc2c(nc3c4ccccc4c(N)cc3[n+]2-c2cccc3ccccc23)c2ccccc12 (tested in a mixture with another compound)
    ?	-14%[9.22 µM]	-48%[14.2 µM]
- O=C(O)C(F)(F)C(F)(F)C(F)(F)C(F)(F)C(=O)O
    17%[13.5 µM]	3%[9.22 µM]	-9%[14.2 µM]
- NC(=[SH+])N=N/C=C1/C=CC=CN1.O=S(=O)(O)O.[Fe]
    ?	1%[9.22 µM]	1%[14.2 µM]
- Nc1ccc2[nH]cc(CCC(=O)O)c2c1
    3%[13.5 µM]	-5%[9.22 µM]	6%[14.2 µM]
- NS(=O)(=O)c1ccc(NCc2cnc3ccccc3n2)cc1
    4%[13.5 µM]	-5%[9.22 µM]	7%[14.2 µM]
- CN(C)CCCN=c1c2ccccc2n(C)c2[nH]c(=O)n(C)c(=O)c12
    -4%[13.5 µM]	-28%[9.22 µM]	4%[14.2 µM]
- O=C1/C(=C/c2ccccc2)[C@@H](NC2CCCCC2)c2ccccc21
    -13%[13.5 µM]	-9%[9.22 µM]	2%[14.2 µM]
- C/C(C[n+]1ccccc1)=N\N=C(N)N
    2%[13.5 µM]	-10%[9.22 µM]	15%[14.2 µM]
- Cc1ccn2c(CCc3nnc4cc(C)ccn34)nnc2c1
    6%[13.5 µM]	-7%[9.22 µM]	-2%[14.2 µM]
- Cc1[nH]c(N)nc(=S)c1CCCNc1ccccc1
    6%[13.5 µM]	-21%[9.22 µM]	16%[14.2 µM]
- CC(CC(=O)O)(CC(=O)O)C(=O)O
    3%[13.5 µM]	-9%[9.22 µM]	1%[14.2 µM]
- CC1(CC(=O)O)O[C@H]2CCCCC[C@H]2O1 (stereo partly specified) (tested in a mixture with another compound)
    1%[13.5 µM]	6%[9.22 µM]	2%[14.2 µM]
- c1cc(CNCCN2CCNCC2)ccn1
    10%[13.5 µM]	-2%[9.22 µM]	2%[14.2 µM]
- S=C(CSc1ccccc1)Nc1cccc2ccccc12
    4%[13.5 µM]	10%[9.22 µM]	5%[14.2 µM]
- O=C(O)CCNc1ccccc1C(=O)O
    ?	-6%[9.22 µM]	2%[14.2 µM]
- O=C(O)c1nnsc1-c1ccc(-c2snnc2C(=O)O)cc1
    4µM*	-7%[9.22 µM]	-2%[14.2 µM]
- NS(=O)(=O)c1ccc(N=Nc2cc3ccccc3c(C(=O)O)c2O)cc1
    10%[13.5 µM]	-3%[9.22 µM]	5%[14.2 µM]

For convenience, some entries already given.
Below each compound: ALDH1A1 block	SMN2 splice up	GoLoco inh red
- C[C@@]12CCC(=O)C=C1CC[C@H]1C2[C@@H](O)C[C@]2(C)[C@@H]1CC[C@@]2(O)C(=O)COC(=O)C1CCCC1 (stereo partly specified)
    0%[13.5 µM]	16%[9.22 µM]	-2%[14.2 µM]
- NNS(=O)(=O)c1cc(C(=O)O)cc(C(=O)O)c1
    -10%[13.5 µM]	-13%[9.22 µM]	7%[14.2 µM]

More entries:
Below each compound: ALDH1A1 block	SMN2 splice up	GoLoco inh red
- O=C(O)CCCCn1ccc(=O)[nH]c1=O
    7%[13.5 µM]	-8%[9.22 µM]	3%[14.2 µM]
- CC(C)=N[C@H](C(=O)O)C(C)(C)S
    ?	-15%[9.22 µM]	-34%[14.2 µM]
- CN1CCN(Cc2nc3cccc4c3c([n+]2[O-])-c2ccccc2-4)CC1
    -3%[13.5 µM]	1%[9.22 µM]	-7%[14.2 µM]
- Cc1ccc(S(=O)(=O)OCC(=O)O)cc1
    -6%[13.5 µM]	-18%[9.22 µM]	2%[14.2 µM]
- Cc1[nH]n(-c2ccc(S(=O)(=O)O)cc2)c(=O)c1N=Nc1ccccc1
    -7%[13.5 µM]	-3%[9.22 µM]	8%[14.2 µM]
- Cc1c(O)c(Br)c(C)c(O)c1Br (tested in a mixture with another compound)
    1.1µM*	-2%[9.22 µM]	-35%[14.2 µM]
- C[C@@]12CC[C@@H]3[C@H](CCC4=CC(=O)CC[C@]43C)[C@@H]1CC[C@@H]2C(=O)Cn1cnc2c(=S)nc[nH]c21
    -1%[13.5 µM]	-27%[9.22 µM]	9%[14.2 µM]
- COc1cc2nncc(SCc3ccc(Cl)c(Cl)c3)c2cc1OC
    -13%[13.5 µM]	-5%[9.22 µM]	4%[14.2 µM]
- O=C(O)c1cc(-c2ccc(-c3ccccc3)cc2)nc2cc3ccccc3cc12
    -7%[13.5 µM]	-1%[9.22 µM]	3%[14.2 µM]
- Clc1ccccc1C(Nc1cnccn1)Nc1cnccn1
    -12%[13.5 µM]	-7%[9.22 µM]	7%[14.2 µM]
- Oc1c(CN2CCOCC2)ccc(CN2CCOCC2)c1O
    10%[13.5 µM]	-7%[9.22 µM]	-22%[14.2 µM]
- ON(CCc1ccncc1)Cc1ccccc1
    3%[13.5 µM]	-16%[9.22 µM]	-1%[14.2 µM]
- CC(C)NC[C@@H](O)c1ccc(O)c2ncccc12
    -6%[13.5 µM]	-6%[9.22 µM]	4%[14.2 µM]
- Cc1cc(=O)oc2cc(O)c(CN(C)CC(=O)O)cc12
    ?	12%[9.22 µM]	5%[14.2 µM]
- CC1(C)N=C(N)N=C(N)N1CCCCc1ccccc1
    -9%[13.5 µM]	-63%[inhibitor][9.22 µM]	-1%[14.2 µM]
- Oc1ccc(Cl)cc1Cc1cc(Cl)cc(Cc2cc(Cl)ccc2O)c1O
    4%[13.5 µM]	-15%[9.22 µM]	5%[14.2 µM]
- S=C(S)NCCN1CCNCC1
    -3%[13.5 µM]	-1%[9.22 µM]	5%[14.2 µM]
- O=C(O)c1ccc(SSc2ccc(C(=O)O)cn2)nc1
    ?	-9%[9.22 µM]	0%[14.2 µM]
- Cc1cc2ncn(CC(=O)O)c2cc1C
    1%[13.5 µM]	-3%[9.22 µM]	6%[14.2 µM]
